AGP1 TOR yeast – modulators of AGP1-GFP expression in yeast TOR pathway, primary screen, cell-based, multiplex flow cytometry, S. cerevisiae, MLPCN library; GFP response vs DMSO, % at 10 µM; 0.02% of 320,000 active; 3 h; GFP as percent of DMSO wells;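 active = GFP response relative to DMSO above a set limit, near screen average plus 3 SD, cut at about 150% in these data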;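 note: median GFP channel fluorescence of the gated AGP1 strain per well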
CIT2 TOR yeast – modulators of CIT2-GFP expression in yeast, primary screen, S. cerevisiae, GFP fusion, multiplex flow cytometry, MLPCN library. S. cerevisiae CIT2-GFP strain, 3 h; 100 means same as DMSO wells. GFP response vs DMSO, % at 10 µM. 0.065% of 320,000 active;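 active = GFP response relative to DMSO above a set limit, near the screen mean plus 3 SD, cut at about 150% in these data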;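 note: ratio of well median GFP fluorescence to mean of DMSO wells on the plate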
RPL19A TOR yeast – RPL19A-GFP expression modulators in yeast, primary screen, cell-based, S. cerevisiae, multiplex flow cytometry, MLPCN; percent response vs DMSO, % at 10 µM; AID 2025, 2009; S. cerevisiae RPL19A-GFP strain, 3 h; stronger effect = lower value; 0.3% of 330,000 active;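 active = percent response vs DMSO below 50%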;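 note: median channel GFP fluorescence of the barcoded RPL19A-GFP strain; ratio of sample median GFP to plate DMSO average so 100% = DMSO; lower means less RPL19A-GFP as with rapamycin TOR inhibition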
VLA-4 inh – inhibition in human VLA-4 binding assay, primary screen, VLA-4 allosteric modulator project, MLPCN library, flow cytometry, VLA-4 expressing cells; Integrin alpha-4 (Homo sapiens), P13612; inhibition, % (about 7 µM as worked out from the volumes in the protocol); 0.2% of 330,000 active; ligand binding flow cytometry; in the data active = inhibition above about 50%
Target sequence (P13612 whole entry, looked up): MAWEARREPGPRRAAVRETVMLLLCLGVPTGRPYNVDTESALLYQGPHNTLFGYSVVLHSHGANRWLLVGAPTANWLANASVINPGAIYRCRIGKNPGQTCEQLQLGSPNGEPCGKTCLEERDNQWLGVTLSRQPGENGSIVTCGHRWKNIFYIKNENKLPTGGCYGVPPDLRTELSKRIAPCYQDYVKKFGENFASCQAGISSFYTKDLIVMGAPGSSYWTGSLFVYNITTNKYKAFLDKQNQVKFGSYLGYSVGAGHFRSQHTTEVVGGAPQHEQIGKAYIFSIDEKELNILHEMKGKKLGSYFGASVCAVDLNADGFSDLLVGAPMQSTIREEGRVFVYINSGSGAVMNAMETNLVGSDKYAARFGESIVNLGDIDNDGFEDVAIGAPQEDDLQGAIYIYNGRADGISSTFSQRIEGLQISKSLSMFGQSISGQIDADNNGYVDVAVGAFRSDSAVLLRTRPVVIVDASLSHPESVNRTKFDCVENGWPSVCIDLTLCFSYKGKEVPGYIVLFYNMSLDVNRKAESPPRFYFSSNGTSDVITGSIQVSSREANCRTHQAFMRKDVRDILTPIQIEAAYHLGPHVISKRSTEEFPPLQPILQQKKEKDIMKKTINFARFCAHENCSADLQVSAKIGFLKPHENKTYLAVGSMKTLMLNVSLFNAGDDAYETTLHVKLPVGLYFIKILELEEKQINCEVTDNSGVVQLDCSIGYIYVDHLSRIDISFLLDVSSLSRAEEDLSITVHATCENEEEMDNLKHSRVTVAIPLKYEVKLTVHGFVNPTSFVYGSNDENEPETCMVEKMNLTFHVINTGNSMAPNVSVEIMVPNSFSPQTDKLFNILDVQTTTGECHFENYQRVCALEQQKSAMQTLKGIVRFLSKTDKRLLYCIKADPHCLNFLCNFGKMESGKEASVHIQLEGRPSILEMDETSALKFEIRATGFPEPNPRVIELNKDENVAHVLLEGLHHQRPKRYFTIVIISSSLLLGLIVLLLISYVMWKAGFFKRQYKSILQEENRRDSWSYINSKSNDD
LAP4-GFP MLPCN – modulators of LAP4-GFP expression in yeast, primary screen, S. cerevisiae, multiplex flow cytometry, MLPCN library. 3 h; median GFP as percent of DMSO wells. GFP response vs DMSO, % at 10 µM. 0.34% of 320,000 active. AID 2023, 2009;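 active = GFP response vs DMSO above a set limit, about the screen mean plus 3 SD, cut at about 150% in these data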
GRK2 inh – compounds blocking aptamer binding on GRK2 – biochemical, human GRK2, bead flow cytometry, HTS, primary screen; Beta-adrenergic receptor kinase 1 (Homo sapiens), P25098; 0.59% of 330,000 active; FAM-aptamer displacement from GRK2; inhibition of aptamer binding, % at 10 µM; AID 488847, 2010;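 active = inhibition of aptamer binding above 40%, roughly 3 SD of noise, on plates passing a quality check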;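 note: median bead fluorescence of bound FAM aptamer so fluorescent compounds give negative values; no value below 0 was filed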
JMJD2C inh – inhibitors of GASC-1 histone demethylase, primary screen, biochemical, fluorescence, DELFIA europium; Lysine-specific demethylase 4C (Homo sapiens), Q9H3R0; GST-JMJD2C(1-420) H3K9me3 demethylation; inhibition, % at 2.35 µM; 0.069% of 330,000 active;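 active = more than half of a compound's replicate wells show inhibition beyond 50%, single wells judged on their own value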;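 note: signal counts dimethyl H3K9 product captured on neutravidin plate; 0% = median of DMSO wells and 100% = 0.3 times that DMSO median; strong numbers were not always called active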
MEP2 TOR yeast – modulators of MEP2-GFP levels in yeast, primary screen, S. cerevisiae, multiplex flow cytometry, MLPCN library. 0.51% of 330,000 active. GFP response vs DMSO, % at 10 µM. S. cerevisiae MEP2-GFP strain, 3 h; 100% = DMSO control level;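 active = GFP response versus DMSO above a set limit, roughly screen mean plus 3 SD, cut at about 180% in these data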;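 note: median GFP fluorescence of the barcode-gated MEP2-GFP cells per well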
* = called active by the depositor; . = not tested or not shown; [ ] = another dose, or the depositor's remark. This is a random part of the collection; any-hit rate near 1.7%.

1	CCS(=O)(=O)N1CCN(C(=O)c2cccc(OC)c2)CC1
2	COc1cccc(C(C(=O)NCc2ccccc2)N(C(=O)c2csnn2)C2CC2)c1 (stereo unspecified)
3	CCOc1cccc(OCCOCCN2CCCC2)c1
4	CC(OC(=O)Cn1cnc2c1c(=O)n(C)c(=O)n2C)C(=O)N(C)c1ccccc1 (stereo unspecified)
5	COc1cccc(C(=O)Nc2cc([N+](=O)[O-])ccc2N2CCN(C)CC2)c1
6	CC(Oc1ccccc1F)C(=O)NNC(=O)CC(C)c1ccccc1 (stereo unspecified)
7	COc1ccc2nc(NC(=O)c3ccccc3O)sc2c1
8	CN(CCOc1ccccc1)C(=O)c1cc([N+](=O)[O-])cc([N+](=O)[O-])c1
9	COc1ccc(OC)c(NC(=O)CCOc2cccc(C)c2)c1
10	CCOC(=O)CC1C(=O)NCCN1S(=O)(=O)c1ccc(Cl)c(Cl)c1 (stereo unspecified)

Compound	1	2	3	4	5	6	7	8	9	10
GRK2 inh	0	0	0	1	2	0	0	0	0	1
CIT2 TOR yeast	83	102	103	98	95	89	106	94	102	85
JMJD2C inh	-31	-1	-7	0	4	-11	-15	4	-14	-7
VLA-4 inh	-4	-16	16	-10	-8	-7	7	9	3	15
AGP1 TOR yeast	92	99	100	103	108	102	104	103	101	96
MEP2 TOR yeast	90	105	104	103	102	92	105	88	104	96
LAP4-GFP MLPCN	91	98	98	102	98	102	90	99	101	93
RPL19A TOR yeast	94	101	95	99	99	94	110	101	102	94

11	CCc1nc(NCc2cccnc2)c2oc3ccccc3c2n1
12	COc1cc(OC)c(NC(=O)Cn2cccc2)cc1Cl
13	Cc1cc(C)c(NC(=S)N(C)C)c(C)c1
14	COc1cc(/C=C2\C(=N)N3N=C(S(=O)(=O)CC(C)C)SC3=NC2=O)ccc1OC(=O)c1ccco1
15	COc1ccc(-c2cc(C(=O)OCC(=O)c3ccc(C)c([N+](=O)[O-])c3)c3ccccc3n2)cc1
16	O=C(CC1C(=O)NCCN1Cc1ccc(F)c(F)c1)NCCCn1ccnc1 (stereo unspecified)
17	CN(C)c1ccc(NC(=O)Oc2ccccc2)cc1
18	CC(C)CN(C(=O)C1CC1)c1c(N)n(Cc2ccccc2)c(=O)[nH]c1=O
19	O=C(CCCc1c[nH]c2ccccc12)N1CCCCCC1
20	Cc1cnc2c(C(=O)O)cnn2c1

Compound	11	12	13	14	15	16	17	18	19	20
GRK2 inh	0	6	0	5	3	0	1	2	3	1
CIT2 TOR yeast	108	93	92	108	104	106	90	100	89	99
JMJD2C inh	-4	3	-3	-10	-4	7	-4	-2	2	-1
VLA-4 inh	10	-26	-2	-3	6	9	5	-13	7	3
AGP1 TOR yeast	111	96	98	107	101	105	96	108	97	94
MEP2 TOR yeast	103	107	103	100	105	98	112	95	104	82
LAP4-GFP MLPCN	112	107	112	94	101	106	109	110	105	89
RPL19A TOR yeast	100	103	100	100	104	98	99	96	95	92

21	CN(C)c1cccc(C(=O)NNC(=S)NC2CCCC2)c1
22	COc1cc(-c2nc(CN(C)Cc3nnc(C)o3)c(C)o2)ccc1F
23	COC(=O)c1ccccc1NC(=S)NC(=O)C1CC1
24	CCOC(=O)Cc1csc(NS(C)(=O)=O)n1
25	Cc1c(NC(=O)CN2C(=O)NC(C)(c3ccccc3)C2=O)c(=O)n(-c2ccccc2)n1C (stereo unspecified)
26	COc1cc(C2CC(c3cccs3)=NN2C(=O)CCl)ccc1OC(F)F (stereo unspecified)
27	CC(C)Nc1nc2cccnc2s1
28	O=C(Oc1ccc(Cl)c2cccnc12)c1ccco1
29	COC(=O)C1=C(Nc2ccc(OC)cc2)C=C(C)C(C(=O)OC)C1c1ccc(C)cc1 (stereo unspecified)
30	CCOC(=O)[C@@H]1[C@H]2COc3ccccc3[C@H]2N2C(=O)N(c3cccc(C)c3)C(=O)[C@]12C

Compound	21	22	23	24	25	26	27	28	29	30
GRK2 inh	2	0	0	0	0	0	0	4	0	4
CIT2 TOR yeast	93	100	97	94	94	82	95	91	96	91
JMJD2C inh	4	-18	-3	4	-5	6	-26	-12	-8	4
VLA-4 inh	-2	13	11	-6	14	26	3	8	5	17
AGP1 TOR yeast	92	104	94	100	102	98	105	80	89	94
MEP2 TOR yeast	107	100	100	95	105	96	97	93	93	96
LAP4-GFP MLPCN	85	104	107	92	107	95	114	110	88	96
RPL19A TOR yeast	98	101	93	98	104	100	97	93	91	93

Structural class, the entries above containing a halogen (seven)
6	CC(Oc1ccccc1F)C(=O)NNC(=O)CC(C)c1ccccc1 (stereo unspecified)
10	CCOC(=O)CC1C(=O)NCCN1S(=O)(=O)c1ccc(Cl)c(Cl)c1 (stereo unspecified)
12	COc1cc(OC)c(NC(=O)Cn2cccc2)cc1Cl
16	O=C(CC1C(=O)NCCN1Cc1ccc(F)c(F)c1)NCCCn1ccnc1 (stereo unspecified)
22	COc1cc(-c2nc(CN(C)Cc3nnc(C)o3)c(C)o2)ccc1F
26	COc1cc(C2CC(c3cccs3)=NN2C(=O)CCl)ccc1OC(F)F (stereo unspecified)
28	O=C(Oc1ccc(Cl)c2cccnc12)c1ccco1

Compound	6	10	12	16	22	26	28
GRK2 inh	0	1	6	0	0	0	4
CIT2 TOR yeast	89	85	93	106	100	82	91
JMJD2C inh	-11	-7	3	7	-18	6	-12
VLA-4 inh	-7	15	-26	9	13	26	8
AGP1 TOR yeast	102	96	96	105	104	98	80
MEP2 TOR yeast	92	96	107	98	100	96	93
LAP4-GFP MLPCN	102	93	107	106	104	95	110
RPL19A TOR yeast	94	94	103	98	101	100	93

Remaining list, next part
31	C=CCc1cccc(C=Nc2ccc(Br)cc2)c1O
32	O=C(O)CCCC(=O)N(Cc1ccccc1)Cc1ccccc1
33	COc1ccc(C/C(N)=N/OC(=O)CCc2ccccc2)cc1
34	O=C(NCc1ccccc1F)c1cccc(S(=O)(=O)NCc2ccccc2)c1
35	O=C(CCN1C(=O)/C(=C\c2ccccc2)SC1=S)N1CCOCC1
36	Cc1ccc(-n2nc3c(c2NC(=O)c2ccc(F)c(F)c2)CS(=O)(=O)C3)cc1
37	N#Cc1ccc(C(=O)OCC(=O)N2CCN(C(=O)c3ccco3)CC2)cc1
38	Cc1ccc(C)c(N2CCN(C(=O)c3ccc4c(c3)c(C)c(C)n4C)CC2)c1
39	Cc1ccc(/C=N/NC(=O)c2c(C)nc3ccc(Br)cn23)cc1
40	O=C(NCc1ccco1)c1sc(=S)n2c1[nH]c(=O)c1ccccc12

Compound	31	32	33	34	35	36	37	38	39	40
GRK2 inh	0	4	1	1	0	0	1	13	0	0
CIT2 TOR yeast	95	107	114	104[may fluoresce green]	100	100	87	88	104	100
JMJD2C inh	-1	-12	9	-5	34	7	-3	-5	-6	1
VLA-4 inh	-1	-26	4	-4	0	-20	-10	-111	12	0
AGP1 TOR yeast	104	103	75	99[may fluoresce green]	97	98	108	105	101	98
MEP2 TOR yeast	102	103	100	104[may fluoresce green]	102	102	102	95	114	98
LAP4-GFP MLPCN	91	99	105	98[may fluoresce green]	99	98	134	132	101	103
RPL19A TOR yeast	101	106	105	103[may fluoresce green]	100	98	79	90	104	97

41	Cc1cccc(NC(=O)CN(C)C(=O)C2CC2)c1C
42	COc1ccc(NS(=O)(=O)c2cn(C)cn2)c(OC)c1
43	O=C(NCc1ccco1)/C(=C\c1ccco1)NC(=O)c1ccco1
44	COC(=O)c1onc(-c2c(Cl)cccc2Cl)c1C(=O)OC
45	C#CCn1c(=NC(=O)c2ccco2)sc2cccc(Cl)c21
46	O=C(CSc1nnc(-c2ccco2)o1)NC1CC2CCC1C2 (stereo unspecified)
47	CCOC(=O)C1(Cc2ccccc2)CCN(Cc2ccc3c(c2)OCCO3)CC1
48	O=C(NNC(=O)C12CC3CC(CC(Br)(C3)C1)C2)c1ccccc1F
49	Clc1ccc(-c2ccc(/C=N/Nc3nncc(-c4ccccc4)n3)o2)cc1
50	CCOc1cc(NC(=S)NCC2CCCO2)c(OCC)cc1NC(=O)c1ccccc1C (stereo unspecified)

Compound	41	42	43	44	45	46	47	48	49	50
GRK2 inh	1	3	0	0	0	1	0	2	10	1
CIT2 TOR yeast	98	95	108	107	90	111	95	98	.	110
JMJD2C inh	3	6	0	9	1	-14	-4	4	-7	-12
VLA-4 inh	6	-8	.	7	-6	-6	6	13	3	-15
AGP1 TOR yeast	104	98	101	103	97	101	100	94	106	88
MEP2 TOR yeast	95	92	104	98	101	96	97	99	95	130
LAP4-GFP MLPCN	94	92	103	99	98	101	99	98	91	100
RPL19A TOR yeast	100	92	100	100	99	96	90	96	104	90

51	Cc1ccc(-c2cc(C(=O)N3CCCC3)no2)cc1
52	COc1ccc(C2C(C(C)=O)=C(C)Nc3ncnn32)cc1 (stereo unspecified)
53	CNC(=O)C(NC(=O)c1ccccc1)=C(C)C
54	CCc1ccc(C2=NN(CCC(=O)NC3CC3)C(=O)CC2)cc1
55	COc1ccc(S(=O)(=O)Nc2c(O)ccc3ccccc23)cc1OC
56	Cc1ccccc1-n1c(SCC(=O)Nc2cccc3ccccc23)nc(O)cc1=O
57	Cc1cc(N2CCC(C)CC2)nc(NCc2ccccc2)n1
58	O=C(CNc1cccc2ccccc12)N/N=C/C=C/c1ccco1
59	C#CCOc1ccc(/C=C2/C(=O)NN(c3ccccc3)C2=O)cc1OC
60	Cc1cc(C(=O)OCC(=O)N2c3ccccc3NC(=O)C2(C)C)c(C)n1-c1ccccc1

Compound	51	52	53	54	55	56	57	58	59	60
GRK2 inh	0	0	2	7	0	2	0	3	2	2
CIT2 TOR yeast	101	106	104	99	95	107	100	91	105	110
JMJD2C inh	16	8	4	0	8	9	7	-9	0	2
VLA-4 inh	-13	4	-4	-12	-48	7	16	-3	-4	0
AGP1 TOR yeast	98	100	108	103	106	97	103	100	106	103
MEP2 TOR yeast	111	99	94	89	101	102	103	99	111	121
LAP4-GFP MLPCN	109	92	106	84	111	93	111	127	95	97
RPL19A TOR yeast	99	101	97	98	93	98	103	98	108	106

Part of the list above in another layout:
No. | smiles | GRK2 inh | CIT2 TOR yeast | JMJD2C inh | VLA-4 inh | AGP1 TOR yeast | MEP2 TOR yeast | LAP4-GFP MLPCN | RPL19A TOR yeast
54 | CCc1ccc(C2=NN(CCC(=O)NC3CC3)C(=O)CC2)cc1 | 7 | 99 | 0 | -12 | 103 | 89 | 84 | 98
53 | CNC(=O)C(NC(=O)c1ccccc1)=C(C)C | 2 | 104 | 4 | -4 | 108 | 94 | 106 | 97

Next part.
61	CCn1c(=NC(=O)CS(=O)(=O)c2ccc(F)cc2)sc2cccc(OC)c21
62	CC(/C=N/n1c(-c2ccccc2)n[nH]c1=S)=C\c1ccco1
63	CCC(=O)N(C)C(c1ccccc1Cl)c1nnnn1-c1c(C)cccc1C (stereo unspecified)
64	Cc1cccc(CSc2nc3[nH]ncc3c(=O)[nH]2)c1
65	Cc1cccc(N(C(=O)c2ccc(CN3CCOCC3)o2)C(C(=O)NC(C)(C)C)c2ccc(F)cc2)c1 (stereo unspecified)
66	O=C(Nc1ncccn1)c1cc(-c2cccc(Br)c2)nc2ccccc12

Compound	61	62	63	64	65	66
GRK2 inh	0	2	0	5	0	0
CIT2 TOR yeast	88	102	96	99	95	96
JMJD2C inh	1	2	-2	-5	5	-2
VLA-4 inh	8	6	21	5	-3	9
AGP1 TOR yeast	102	96	96	94	99	89
MEP2 TOR yeast	97	103	102	98	97	96
LAP4-GFP MLPCN	116	109	96	90	106	90
RPL19A TOR yeast	98	99	95	99	103	103

Bioassay records deposited in PubChem BioAssay by several laboratories.
